HIF act: HIF pathway transcriptional activators, primary screen, cell-based, U2OS HRE-luciferase, luminescence; U2OS HRE-luciferase reporter; normalized: DMSO 0%, desferrioxamine 100%; activation, % at 7.5 µM (by protocol); hit rate 0.32% among 300,000; AID 1910, 2009;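 active means mean activation of at least 10% of the iron chelator positive control signal, with at least half of replicates also reaching 10%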
IEC-6 cytotox: cytotoxicity in IEC-6 intestinal epithelial cells, primary screen, cytotoxicity control for KLF5 inhibitor project, cell-based, luminescence; IEC-6 cytotoxicity, luminescence viability; inhibition, % at 5 µM; hit rate 0.78% among 290,000; in the data active means inhibition above about 22%;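 further: 0% = plate median of test compound wells and 100% = cytotoxic reference compound wells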
aSyn UTR inh: MLPCN primary screen, SNCA 5' untranslated region; alpha-synuclein 5'UTR reporter, inhibitor activity; inhibition, % (tested at 7.5 µM); hit rate 0.82% among 300,000; in the data active means inhibition above about 60%;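 further: H4 neuroglioblastoma cells stably carrying SNCA 5'UTR luciferase fusion; 0% = DMSO wells and 100% = positive control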
HSF1 activator: HSF-1 activators, primary screen, NIH3T3-HGL cells, MG132 stress, luminescence, single point | NIH3T3-HGL HSF-1 luciferase reporter, 8 h; 100% = twice DMSO control signal | activation, % at 9 µM | hit rate 1.7% among 300,000 | AID 504408, 2011;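 active means mean replicate activation of at least 50% with a set share of replicates each reaching 50%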;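 further: 0% = median of the neutral control wells and 100% = twice that signal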
KLF5 inh: KLF5 expression inhibitors, primary screen, DLD-1 cells, luminescence; DLD-1 KLF5 promoter-luciferase reporter; inhibition, % at 5 µM; hit rate 0.23% among 290,000; AID 1700, 2009;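 active means inhibition above a per-plate limit of that plate's mean compound inhibition plus 3 SD, cut at about 60% in these data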;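 further: 0% = DMSO wells and 100% = LY294002 at 200 µM; higher means less KLF5 promoter-driven luciferase light; inactives centre near -14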
HSP90 refold inh: HSP90 inhibitors, primary screen, cell lysate, luminescence. Heat shock protein HSP 90 (rabbit reticulocyte lysate; luciferase refolding). Rabbit reticulocyte lysate, luciferase refolding luminescence, 3 h. inhibition, % at 5.6 µM. hit rate 0.91% among 290,000. AID 1789, 2009;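 active means inhibition above the screen-wide mean plus 3 SD, computed separately per campaign, cut at about 16% in these data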;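 further: 0% = DMSO wells and 100% = 60 µM geldanamycin wells; inhibitors lower the luminescence because luciferase stays unfolded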
HSF1 inh: HSF1 inhibitors in luciferase reporter cells, primary screen, cell-based, NIH3T3, luminescence; hit rate 0.77% among 300,000; activity change, negative = inhibition, % at 7.5 µM (by protocol); AID 2098, 2009; NIH3T3-HGL HSE-luciferase, MG132-induced, luminescence 8 h; hits give low values;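 active means more than half of replicate wells show activity change below -50%, luminescence cut by over half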;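 further: luciferase reports HSF-1 transcriptional activity via heat shock element; 0% = median of DMSO wells and -100% = zero luminescence signal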
AI-2 QS modul: Vibrio harveyi AI-2 quorum sensing modulators, primary screen, JMH597 strain, luminescence/OD600 ratio. hit rate 0.4% among 300,000. activity change, % at 7.5 µM. Vibrio harveyi JMH597 AI-2 luminescence/OD600 ratio, 9 h; hits give low values; strain lacks LuxN and CqsS sensors; 0 = neutral-control median. AID 2094, 2009; in the data active means activity change below about -75%, passing the limit was not always enough;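 further: luminescence divided by OD600 gain over 9 h not by final OD600 alone; inactives centre near 13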
GSK3B inh: human GSK3beta kinase inhibitors, primary screen, biochemical, cell-free homogeneous, HTS | Glycogen synthase kinase-3 beta (Homo sapiens), P49841 | GST-GSK3beta kinase, ADP-Glo luminescence, 60 min; hits give low values | activity score (negative = inhibition), % at 10 µM | hit rate 0.038% among 300,000;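 active means more than half of replicate wells score below -50%, meaning over 50% inhibition versus plate controls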;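 further: 0% = median DMSO wells and -100% = median GW8510 positive control wells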
Target sequence (P49841 whole entry, looked up): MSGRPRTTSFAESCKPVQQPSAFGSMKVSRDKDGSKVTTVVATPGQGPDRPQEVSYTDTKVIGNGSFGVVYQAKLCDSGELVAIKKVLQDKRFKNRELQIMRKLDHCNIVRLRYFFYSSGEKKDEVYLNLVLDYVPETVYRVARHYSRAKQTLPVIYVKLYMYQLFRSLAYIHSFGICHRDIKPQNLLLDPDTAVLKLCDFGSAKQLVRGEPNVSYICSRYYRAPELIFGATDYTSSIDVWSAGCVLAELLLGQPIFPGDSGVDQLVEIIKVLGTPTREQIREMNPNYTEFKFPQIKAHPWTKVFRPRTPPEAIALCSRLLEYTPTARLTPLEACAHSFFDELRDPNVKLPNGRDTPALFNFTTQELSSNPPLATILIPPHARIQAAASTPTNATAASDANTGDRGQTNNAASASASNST
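Assay system: GST-tagged human GSK3beta kinase, cell-free; Input: 1.6 ng GSK3beta; Medium: Tris/MgCl2 kinase buffer; Timing: 60 min enzyme reaction, room temperature; Signal: ADP-Glo luminescence quantifying ADP generated by kinase; Evaluation: score relative to plate controls; Benchmarks: DMSO neutral wells and GW8510 at 20 µM as positive.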
GSK3 alpha inh: blockers of GSK3A enzyme activity – biochemical, luminescence, cell-free homogeneous, HTS, primary screen | AID 2650, 2010 | hit rate 0.1% among 320,000 | GSK-3 alpha kinase, ADP-Glo luminescence, 60 min | inhibition, % at 10 µM;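 in the data active means inhibition above about 50%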;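 further: GST-tagged GSK-3 alpha with peptide substrate and 25 µM ATP; 0% = DMSO neutral wells and 100% = GW8510 positive control wells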
Target sequence (P49840 whole entry, looked up): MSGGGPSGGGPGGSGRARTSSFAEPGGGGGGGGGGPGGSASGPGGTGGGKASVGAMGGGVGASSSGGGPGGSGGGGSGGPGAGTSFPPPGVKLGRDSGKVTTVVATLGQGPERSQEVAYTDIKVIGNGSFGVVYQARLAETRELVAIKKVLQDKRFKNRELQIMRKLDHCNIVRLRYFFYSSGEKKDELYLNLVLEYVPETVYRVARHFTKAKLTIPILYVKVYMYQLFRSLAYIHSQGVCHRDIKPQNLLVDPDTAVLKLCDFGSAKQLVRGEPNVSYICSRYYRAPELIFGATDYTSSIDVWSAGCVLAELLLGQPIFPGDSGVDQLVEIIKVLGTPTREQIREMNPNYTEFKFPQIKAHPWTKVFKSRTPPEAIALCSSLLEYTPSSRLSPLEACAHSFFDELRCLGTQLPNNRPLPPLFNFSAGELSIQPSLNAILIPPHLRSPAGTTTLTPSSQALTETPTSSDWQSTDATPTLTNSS
Active calls of the source: *; x = no result given.

SMILES	HIF act	IEC-6 cytotox	aSyn UTR inh	HSF1 activator	KLF5 inh	HSP90 refold inh	HSF1 inh	AI-2 QS modul	GSK3B inh	GSK3 alpha inh
CC1Cc2ccccc2N1C(=O)CSCC(=O)O (stereo unspecified)	-0.7	-1	3	6	-5	0	-4	4	0	4
O=C(Nc1ccc2c(c1)OCO2)C1CCCN1C(=O)Nc1cccc(F)c1 (stereo unspecified)	-0.2	-3	-12	20	-8	1	3	3	1	2
CC1(C)CC(=O)C2=C(C1)N1CCCCC1CC2=O (stereo unspecified)	-0.4	-2	16	11	-23	-5	-6	2	2	-1
CS(=O)(=O)N(CC(=O)N/N=C/c1ccccc1C(=O)O)c1cccc(Cl)c1Cl	-0.1	3	3	1	6	4	-4	23	0	-2
COc1ccc(COCCN2CCN(S(=O)(=O)c3ccccc3)CCC2=O)cc1	0.1	x	-2	-2	x	x	-4	2	-3	-2
Cc1cccc(/N=C/c2nc(-c3ccccc3Br)oc2O)n1	0.6	2	-23	91*	-16	1	45	-5	2	-5
COc1ccc(C(=O)NNC(=O)CN2CCC(n3nnc4cc(F)ccc43)CC2)cc1	0.0	-10	14	-6	-11	8	-8	-3	-1	-1
CCOc1ccc(CCNC(=O)COC(=O)C2CCN(c3ccc(C(F)(F)F)cn3)CC2)cc1OCC	0.1	x	-4	2	x	x	1	28	0	0
O=C(c1cccc(Cl)c1)N1CCN(Cc2ccccc2F)CC1	0.1	-6	19	2	-69	3	-2	14	2	-1
CC(=Nc1ccccc1)C1=C(O)CCCC1=O	-0.3	-2	-12	63*	-10	3	10	17	1	-1
COCCn1c(SCC(=O)c2c[nH]c3ccccc23)nnc1-c1ccncc1	-0.7	0	8	4	-26	-1	-8	19	5	x
COc1cc2nc(C3CCC3)n(NC(=O)COc3ccccc3)c(=O)c2cc1OC	0.1	6	30	-1	6	4	-5	12	1	0
COc1ccc(OC)c(CCNC(=O)C(C)n2nc(C)c3c(C)n(-c4ccc(C)cc4)nc3c2=O)c1 (stereo unspecified)	0.2	10	18	3	8	2	-4	3	-4	1
CCOC(=O)C1(Cc2ccccc2)C(=O)Nc2ccccc21 (stereo unspecified)	0.2	x	-22	-1	x	x	0	10	0	-2
CC1=C(CC/C(C)=N/NC(N)=S)C(C)(C)CCC1	-0.4	-7	4	2	-55	1	-6	19	-6	-2
COCC(C)OC(=O)c1c(N)n(CC(C)C)c2nc3ccccc3nc12 (stereo unspecified)	0.2	-2	34	12	-17	4	0	14	4	-1
Cc1cc(C(=O)COC(=O)c2ccc(O)cc2)c(C)n1CCc1ccc(F)cc1	0.2	-6	-14	2	-66	4	9	6	3	-2
COc1ccccc1CN1CC(C(=O)NCc2cc(F)ccc2C)CCC1=O (stereo unspecified)	0.8	-8	-30	40	-38	-6	7	6	-1	x
CC1CCN(c2nnc(-c3cccs3)c3ccccc23)CC1	0.0	-9	-9	8	-1	-2	-1	8	-3	1
O=C(CSc1nnc(CNC(=O)c2ccco2)o1)Nc1ccccc1C(F)(F)F	-1.2	-2	22	4	-43	-4	-3	51	x	-1
CCCNc1nc(=S)n(-c2ccccc2)c(C)c1C(C)=O	0.0	-11	8	-7	-20	-3	-6	-9	-1	0
Cc1sc2nc(CN3CCCC3)nc(N3CCN(C(=O)c4ccco4)CC3)c2c1C	1.0	1	10	-5	-17	3	5	31	3	1
O=C(NCCc1ccccn1)c1cncc(Br)c1	0.5	5	-14	5	-25	1	-2	x	x	0
COc1cccc(Oc2ccc(N/C=C/C(=O)C(C)(C)C)cc2)c1	0.4	-7	-17	-13	-24	-1	-1	3	6	-1
CS(=O)(=O)N1CCN(c2ncccn2)CC1	0.0	-4	7	16	5	-1	-3	16	0	-6
C/C(=N\NC(=O)C1CC1(c1ccccc1)c1ccccc1)c1cccc([N+](=O)[O-])c1 (stereo unspecified)	0.1	0	27	9	-9	1	5	35	1	-4
COc1ccc2c(C)c(C(=O)N3CC[C@@H](N4CCC(O)CC4)[C@H](O)C3)oc2c1	-0.4	-10	-2	31	-22	-6	-1	9	-20	0
CC(C)S(=O)(=O)c1csc(C(=O)NNC(=O)Nc2ccccc2)c1Cl	-0.3	-1	1	-1	-47	-2	0	22	-4	-5
COc1ccc(C2C(C(=O)Nc3ccc(F)cc3)=C(C)Nc3nc(CCCO)nn32)cc1 (stereo unspecified)	0.1	3	4	-28	-16	2	-11	14	1	-3
CCC(C)NC(=O)CCn1ccc2cc(S(=O)(=O)N3CCCC3)ccc21 (stereo unspecified)	-0.8	2	-1	12	-32	3	-2	-7	4	-3

Pulled by compound from the list above (six):
SMILES	HIF act	IEC-6 cytotox	aSyn UTR inh	HSF1 activator	KLF5 inh	HSP90 refold inh	HSF1 inh	AI-2 QS modul	GSK3B inh	GSK3 alpha inh
O=C(c1cccc(Cl)c1)N1CCN(Cc2ccccc2F)CC1	0.1	-6	19	2	-69	3	-2	14	2	-1
COc1ccc(C(=O)NNC(=O)CN2CCC(n3nnc4cc(F)ccc43)CC2)cc1	0.0	-10	14	-6	-11	8	-8	-3	-1	-1
COc1ccc2c(C)c(C(=O)N3CC[C@@H](N4CCC(O)CC4)[C@H](O)C3)oc2c1	-0.4	-10	-2	31	-22	-6	-1	9	-20	0
CC1=C(CC/C(C)=N/NC(N)=S)C(C)(C)CCC1	-0.4	-7	4	2	-55	1	-6	19	-6	-2
CCOC(=O)C1(Cc2ccccc2)C(=O)Nc2ccccc21 (stereo unspecified)	0.2	x	-22	-1	x	x	0	10	0	-2
O=C(NCCc1ccccn1)c1cncc(Br)c1	0.5	5	-14	5	-25	1	-2	x	x	0

Ordered by count of non-hydrogen atoms (high to low): 4 of the compounds above.
SMILES	HIF act	IEC-6 cytotox	aSyn UTR inh	HSF1 activator	KLF5 inh	HSP90 refold inh	HSF1 inh	AI-2 QS modul	GSK3B inh	GSK3 alpha inh
Cc1sc2nc(CN3CCCC3)nc(N3CCN(C(=O)c4ccco4)CC3)c2c1C	1.0	1	10	-5	-17	3	5	31	3	1
Cc1cc(C(=O)COC(=O)c2ccc(O)cc2)c(C)n1CCc1ccc(F)cc1	0.2	-6	-14	2	-66	4	9	6	3	-2
COc1ccccc1CN1CC(C(=O)NCc2cc(F)ccc2C)CCC1=O (stereo unspecified)	0.8	-8	-30	40	-38	-6	7	6	-1	x
CCCNc1nc(=S)n(-c2ccccc2)c(C)c1C(C)=O	0.0	-11	8	-7	-20	-3	-6	-9	-1	0

Other records follow:
SMILES	HIF act	IEC-6 cytotox	aSyn UTR inh	HSF1 activator	KLF5 inh	HSP90 refold inh	HSF1 inh	AI-2 QS modul	GSK3B inh	GSK3 alpha inh
O=C(NCC1CCCO1)c1ccc2nc(N3CCCCC3)sc2c1 (stereo unspecified)	2.7	1	-194	13	-181	-7	-1	36	-1	-3
CCc1nnc(NC(=O)CSc2nnc(C3CC3)n2C)s1	-0.1	1	-8	1	-40	-3	5	16	3	2
O=C(CCS(=O)(=O)Cc1ccccc1F)NCCc1ccc(Cl)cc1	-0.9	2	16	22	-3	-1	-3	7	3	-1
CCOc1nc(NC(=O)NS(=O)(=O)c2cccc(Cl)c2)nc(-c2ccccc2)n1	0.8	12	-30	-16	-27	-3	-13	-1	2	-3
O=C(N/N=C/c1cc([N+](=O)[O-])ccc1O)c1c[nH]c2ccccc12	4.1	-4	-9	-17	-26	-1	-10	-36	2	-2
Cc1ccc(NS(=O)(=O)c2cc(C(=O)N(C)C)ccc2C)cc1C	0.1	-3	2	1	12	-3	-12	17	0	x
O=C(CCN1C(=O)/C(=C/c2ccc3c(c2)OCO3)SC1=S)Nc1ccc(C(=O)O)cc1	-1.0	-5	-7	-8	-5	-3	-3	16	3	-1
O=C(Cn1cc2c(n1)CCCC2)NCc1cccnc1	-0.1	5	-9	-3	1	-3	-3	2	2	x
CCCNC(=S)N1CCN(C(c2ccccc2)c2ccccc2)CC1	-0.5	-3	33	-12	6	-2	-4	18	1	-2
CS(=O)(=O)c1ccc(S(=O)(=O)N2CCC(CO)(CCCc3ccccc3)CC2)cc1	1.0	2	13	-2	-23	1	6	6	-5	-3
COc1ccc(N(C)C(=O)c2cc3c(s2)-c2ccccc2S(=O)(=O)C3)cc1	0.3	2	9	5	-25	-7	5	29	1	1
CC1(c2nnc(-c3cccc(Cl)c3)o2)CC(c2ccc(OC(F)(F)F)cc2)=NO1 (stereo unspecified)	0.2	-1	26	5	-36	-3	1	-9	3	x
O=C(COC(=O)Cc1ccc(-c2ccccc2)cc1)NCc1ccccc1	-0.2	10	-1	-2	-5	1	-13	11	2	0
O=C(N/N=C/c1cc([N+](=O)[O-])ccc1O)C(O)(c1ccccc1)c1ccccc1	-19	-1	2	-35	2	-8	-41	53	3	-2
COc1ccc(NC(=O)COC(=O)c2cc(OC)c(OC)cc2NC(=O)c2ccco2)cc1OC	-0.3	-1	36	18	-27	-2	-2	22	-1	x
CNc1nc(Sc2cccc(C(F)(F)F)c2)cc(C(F)(F)F)n1	-0.1	-2	1	1	7	0	0	10	1	-1
CC1CCN(S(=O)(=O)N2CCCC(C(=O)NCc3ccc(F)cc3)C2)CC1 (stereo unspecified)	-0.2	0	5	26	-16	-2	1	5	0	-1
COc1ccc(NC(=O)C2CCCN(S(=O)(=O)c3cccc4cccnc34)C2)c(OC)c1 (stereo unspecified)	0.0	0	9	5	-3	-1	-1	21	-4	x
O=C(NCCc1ccc(F)cc1)c1coc(=O)c(Br)c1	1.3	10	-64	12	11	8	18	0	1	0
Cc1ccc(NS(=O)(=O)c2ccc(Br)s2)nc1	-0.1	9	1	-6	-20	5	-4	56	0	0
CCCCCCCCOC(=O)C[N+](C)(C)C/C=C(/C)Cl	-0.3	-4	-15	-10	-19	1	-15	18	2	3
COc1ccc(C(=O)NCc2ncccc2C)cc1OC1CCN(C(C)=O)CC1	-0.1	3	-2	7	-3	5	-8	5	2	1
Cc1cc(OCc2cc(C(=O)N(C)CCCN3CCOCC3)no2)cc(C)c1Cl	0.8	2	17	20	-2	-5	4	-1	2	-1
COc1ccc(C)cc1S(=O)(=O)N(C)CC(=O)N1CCCCCC1	-0.4	11	4	-3	4	-1	-7	8	-1	2

Compound activity as filed in PubChem.
